# Screening results from PubChem.
# GPR55 beta-arrestin – selective activators of receptor GPR55 – imaging, U2OS cells, beta-arrestin-GFP redistribution, primary screen (AID 1961); U2OS GPR55 beta-arrestin-GFP redistribution imaging; higher % means a stronger effect; activation, % at 10 µM; hits with a dose series show EC50 in µM; 290,000 tested, 0.048% active;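 active = activation above 40% with more than 50 cells counted in the well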;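 also: U2OS osteosarcoma cells stably expressing GPR55 and beta-arrestin-GFP; plate controls were DMSO negative control for no effect and LPI positive control for full effect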
# GPR55 antagonists – GPR55 antagonists blocking LPI-driven arrestin recruitment, primary screen, imaging, U2OS, beta-arrestin-GFP, LPI agonist (AID 2013); inhibition, % at 10 µM, or IC50 in µM where a hit was titrated; U2OS GPR55 beta-arrestin-GFP translocation imaging, LPI antagonism; higher % means a stronger effect; 290,000 tested, 0.13% active;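 active = spots per cell inhibited over 60%, with over 100 cells counted and total cytoplasm intensity under 500,000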;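 also: U2OS cells stably carrying GPR55 and arrestin-GFP stimulated by 5 µM LPI near EC80; imaged beta-arrestin-GFP aggregate spots per cell after agonist stimulation; plate controls were LPI-stimulated DMSO wells for no effect and DMSO wells without LPI for full effect; some results filed as inactive read as strong as hits; confirmed hits need IC50 under 10 µM and bright autofluorescent wells are also inconclusive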
# HIV fusion peptide – cell-free HIV fusion peptide-binding blockers – biochemical, uHTS, fluorescence dequenching, primary screen (AID 1986) | cell-free peptide binding, fluorescence dequenching, 30 min; higher % means a stronger effect | inhibition, % at 20 µM, or IC50 in µM where a hit was titrated | 290,000 tested, 0.3% active; in the data active = inhibition mostly above about 52%, no sharp cut-off; inactive = mostly below about 76%; also: some results filed as inactive read as strong as hits
# GPR35 arrestin U2OS – inhibition of zaprinast-stimulated GPR35 beta-arrestin translocation – imaging, U2OS, beta-arrestin-GFP, zaprinast agonist, primary screen (AID 2058); U2OS GPR35 beta-arrestin-GFP translocation imaging, zaprinast antagonism; higher % means a stronger effect; inhibition, % at 10 µM; hits with a dose series show IC50 in µM; 290,000 tested, 0.052% active;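 active = inhibition of at least 50% with at least 30 cells and total cytoplasm GFP at most 10,000,000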
# KOR beta-arrestin-1 – KOR antagonists, beta-arrestin recruitment, cell-based, luminescence, uHTS (AID 1778); 290,000 tested, 0.091% active; one-dose inhibition, % at 10 µM; IC50 in µM for titrated hits; KOR beta-arrestin recruitment, luminescence, antagonist mode; higher % means a stronger effect; in the data active = inhibition above about 50%; also: strong numbers were not always called active
# NOD1 inhibition – NOD1 signaling inhibitors, primary screen, cell-based, luminescence, uHTS (AID 1578); NOD1-driven NF-kB luciferase reporter cells, luminescence; higher % means a stronger effect; inhibition, % at 4 µM; hits with a dose series show EC50 in µM; 290,000 tested, 1% active; in the data active = inhibition mostly above about 36%, no sharp cut-off; inactive = mostly below about 34%;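 also: HEK-293T reporter cells stimulated with the NOD1 agonist gamma-tri-DAP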
# Dengue-2 NS5 capping – flavivirus cap methylation enzyme inhibition – biochemical, confirmation dose response, primary screen (AID 588689); Dengue-2 NS5 methyltransferase capping enzyme assay, biochemical; higher % means a stronger effect; inhibition, % at 25 µM; hits with a dose series show IC50 in µM; 340,000 tested, 0.3% active; in the data active = a potency from the dose series
# KOR beta-arrestin-2 – KOR agonists, beta-arrestin recruitment, primary screen, cell-based, luminescence, uHTS (AID 1777); KOR beta-arrestin recruitment, luminescence; higher % means a stronger effect; one-dose activation, % at 10 µM; EC50 in µM for titrated hits; 280,000 tested, 0.02% active; in the data active = activation above about 50%, passing the limit was not always enough; also: a part of the inactive calls stands beside numbers as strong as those of hits
# West Nile antiviral – West Nile virus antiviral activity, cell-based, CPE readout (AID 1621); West Nile virus-infected cells, CPE inhibition; higher % means a stronger effect; CPE inhibition, % at 10 µM, or IC50 in µM where a hit was titrated; 290,000 tested, 0.02% active; in the data active = a potency from the dose series; also: strong numbers were not always called active
# The depositor's hits bear a star; nt = not tested or not shown; [ ] = remark or other dose. These rows are one share of the data, so the mix of outcomes need not match the whole.
GPR55 beta-arrestin	GPR55 antagonists	HIV fusion peptide	GPR35 arrestin U2OS	KOR beta-arrestin-1	NOD1 inhibition	Dengue-2 NS5 capping	KOR beta-arrestin-2	West Nile antiviral	SMILES
-0.1%	0.2%	2.3%	7.0%	6.3%	-19.0%	-5.8%	3.4%	-0.6%	COc1ccc(CC(=O)Nc2nc(-c3cccc([N+](=O)[O-])c3)cs2)cc1
0.6%	-2.3%	0.2%	-2.5%	-28.0%	23.6%	3.9%	1.9%	0.3%	O=C(CSc1ccc(Cl)cc1)Nc1ncccn1
0.0%	-21.1%	-0.5%	-5.7%	-8.1%	-4.2%	1.1%	-2.2%	0.3%	Cc1ccc(-n2ncc3c(=O)n(CC(=O)N4CCN(c5ccccc5F)CC4)cnc32)cc1C
-0.3%	-3.3%	3.3%	-6.5%	-30.5%	-10.8%	-7.3%	-1.7%	0.2%	CC(Sc1ncc(C#N)c(N)n1)C(=O)Nc1ccccc1 (stereo unspecified)
-0.1%	10.7%	-0.6%	0.8%	33.2%	-4.0%	nt	-1.4%	0.1%	NC(=O)Cn1nc2sc3ccccc3n2c(=O)c1=O
0.3%	13.6%	1.1%	-10.8%	3.0%	2.5%	-7.1%	2.4%	nt	Cc1cc2cc3c(cc2nc1SCC(=O)OC(C)C)OCO3
0.3%	-3.1%	0.9%	8.5%	24.6%	-5.4%	0.7%	-4.6%	-0.8%	CCOC(=O)c1cccc(NC(=O)CC2Oc3ccccc3NC2=O)c1 (stereo unspecified)
-0.1%	-6.1%	0.0%	-12.4%	-15.1%	-4.5%	1.7%	2.3%	-0.7%	CCOC(=O)c1c(C)[nH]c(C)c1S(=O)(=O)N1CCN(c2cccc(C)c2)C(C)C1 (stereo unspecified)
2.1%	-1.7%	-1.2%	-6.5%	10.0%	6.5%	-0.8%	-6.0%	-0.4%	Cc1cc(-c2ccc3ccccc3c2)n2ncnc2n1
-0.1%	-1.7%	-0.6%	9.3%	7.8%	-1.0%	4.2%	-4.2%	0.1%	COc1ccc(C)cc1NC(=O)C1CCC(CNc2c(N3CCOCC3)c(=O)c2=O)CC1 (stereo unspecified)
-0.4%	-6.8%	0.8%	17.5%	-4.2%	-16.7%	-2.3%	-6.9%	0.4%	CSc1ncc(C(C)=O)c(C)n1
0.3%	-1.0%	1.3%	8.4%	-46.2%	-16.2%	2.2%	3.1%	-0.1%	COc1ccc(N(CC(O)CN2CCOCC2)S(=O)(=O)c2ccc(C)cc2)cc1 (stereo unspecified)
-0.2%	7.8%	2.5%	-6.3%	nt	-29.3%	-9.8%	-0.4%	-0.3%	COC(=O)CN1C(=S)N(C)C(=O)C1CC(=O)Nc1ccccc1 (stereo unspecified)
-0.1%	15.2%	-0.2%	-1.1%	21.8%	-9.7%	0.9%	-0.9%	0.8%	COC(=O)C(Cc1ccccc1)NC(=O)c1ccc(C)cc1 (stereo unspecified)
0.5%	-18.0%	0.7%	10.2%	-29.9%	1.4%	-2.0%	8.5%	0.1%	COc1ccc(OC)c(/C=N/n2c(COc3ccccc3)n[nH]c2=S)c1
0.3%	3.3%	4.6%	-1.9%	-27.9%	2.5%	-4.8%	1.7%	0.1%	CC(C)CC1CC(=O)OC1(C)C(=O)CSc1nc2ccccc2s1 (stereo unspecified)
-0.1%	-1.4%	-0.8%	6.9%	-104.0%	12.5%	-0.8%	5.2%	-0.9%	N#Cc1cccc(-c2nnc(SCc3ccccc3C#N)o2)c1
0.9%	6.5%	-0.4%	13.3%	-64.6%	-10.4%	0.7%	6.3%	-0.8%	CN(C)S(=O)(=O)c1cccc(NC(=O)COC(=O)/C=C/c2ccc([N+](=O)[O-])cc2)c1
-0.1%	6.1%	-1.0%	-4.8%	nt	-0.5%	-0.8%	-0.7%	-0.2%	Cc1ccc(NC(=O)c2ccccc2N(C)S(C)(=O)=O)cc1C
0.0%	-17.1%	6.9%	4.3%	-22.8%	-0.9%	-4.1%	2.2%	-0.8%	COc1ccccc1N1CCN(S(=O)(=O)c2ccc(-n3cnnn3)cc2)CC1

# Rewritten tab-delimited: entries from further up.
Molecule	GPR55 beta-arrestin	GPR55 antagonists	HIV fusion peptide	GPR35 arrestin U2OS	KOR beta-arrestin-1	NOD1 inhibition	Dengue-2 NS5 capping	KOR beta-arrestin-2	West Nile antiviral
NC(=O)Cn1nc2sc3ccccc3n2c(=O)c1=O	-0.1%	10.7%	-0.6%	0.8%	33.2%	-4.0%	nt	-1.4%	0.1%
Cc1cc(-c2ccc3ccccc3c2)n2ncnc2n1	2.1%	-1.7%	-1.2%	-6.5%	10.0%	6.5%	-0.8%	-6.0%	-0.4%
COc1ccc(C)cc1NC(=O)C1CCC(CNc2c(N3CCOCC3)c(=O)c2=O)CC1 (stereo unspecified)	-0.1%	-1.7%	-0.6%	9.3%	7.8%	-1.0%	4.2%	-4.2%	0.1%

# (list continues)
GPR55 beta-arrestin	GPR55 antagonists	HIV fusion peptide	GPR35 arrestin U2OS	KOR beta-arrestin-1	NOD1 inhibition	Dengue-2 NS5 capping	KOR beta-arrestin-2	West Nile antiviral	SMILES
0.0%	-2.0%	-1.5%	59.0%	-36.4%	-33.2%	-1.9%	-4.6%	-0.1%	CCc1cc(C(=O)NNC(=S)Nc2ccccc2C)cs1
-0.1%	-13.1%	101.4%	10.6%	6.0%[20 µM]	-67.3%	-63.2%	0.0%	1.6%	N#C/C(=C\c1ccc(-c2ccc(C(=O)O)cc2)o1)c1nc2ccccc2[nH]1
0.5%	-8.4%	-0.1%	4.8%	23.7%	15.2%	2.1%	-0.8%	-0.7%	Cc1ccc2nc(Nc3ccccc3O)nc(-c3ccccc3)c2c1
-0.2%	8.9%	0.5%	-4.4%	-9.2%	-18.0%	0.9%	4.4%	-0.3%	Cc1ccc(CS(=O)(=O)Cc2ccc(C(=O)NCCc3ccccc3)o2)cc1
-0.1%	0.5%	2.0%	9.9%	0.4%	-16.7%	-9.5%	-0.1%	-0.7%	COc1cccc(CNC(=O)Cc2ccc(Br)cc2)c1
-0.1%	-6.5%	1.0%	-0.9%	-27.7%	-1.7%	-4.8%	0.1%	0.3%	Cc1c(NC(=O)C(C)OC(=O)C(NC(=O)c2ccco2)C(C)C)c(=O)n(-c2ccccc2)n1C (stereo unspecified)
0.2%	-0.4%	0.3%	-5.1%	-33.9%	3.8%	-2.8%	1.9%	-0.1%	CCOC(=O)CSc1nc(C2CC2)nc2ccccc12
-0.1%	3.7%	-0.5%	-9.0%	6.4%	-14.6%	-0.3%	-2.5%	-0.4%	Cc1ccc(NC(=O)Nc2ccc3c(c2)CCC3)c(C)c1
0.0%	-1.7%	-0.8%	11.5%	-24.4%	-18.5%	0.8%	-1.2%	0.1%	CCCc1cc(=O)n2[nH]c(NCc3cccs3)nc2n1
-0.2%	-12.5%	0.2%	1.6%	-14.0%[20 µM]	-40.3%	2.6%	nt	0.2%	C=C(C)CNC(=O)CCc1nnc(Cc2cccc(C(F)(F)F)c2)o1
-0.1%	-0.3%	-2.7%	10.4%	18.5%	-8.5%	3.8%	-3.9%	-0.2%	CCOc1ccc(NC(=S)NC(=O)/C=C/c2ccc(Br)cc2)c([N+](=O)[O-])c1
0.0%	-0.5%	-4.0%	4.6%	1.6%	-18.8%	-3.5%	nt	0.1%	CCN(CC)C(=O)Cn1cnc2sc(C(=O)Nc3cc(OC)c(OC)c(OC)c3)c(C)c2c1=O
0.3%	-10.7%	1.3%	16.6%	-10.5%	9.4%	0.7%	1.8%	-0.7%	Cc1ccc(NC(=O)c2ccc(-n3cccn3)c([N+](=O)[O-])c2)cc1
-0.1%	-6.5%	-0.6%	-0.6%	-22.2%	-9.3%	-4.9%	-4.1%	0.1%	CC1CCCN(C(=O)CSCC(=O)Nc2nc(-c3cccs3)cs2)C1 (stereo unspecified)
-0.1%	-7.6%	72.4%	8.6%	-11.2%	-14.2%	-0.8%	8.9%	nt	CCn1cc(C(=O)Nc2cccc(NC(C)=O)c2)c2cc(OC)c(OC)cc2c1=O
0.0%	21.3%	0.1%	24.6%	25.0%	6.5%	-6.8%	-1.1%	0.2%	COC(=O)c1nn(-c2ccc(OC)cc2)c(=O)cc1Oc1cccc(Cl)c1
-0.1%	7.5%	7.1%	-14.8%	-22.4%	3.3%	-4.9%	-0.5%	-0.2%	C/C(CCc1ccc2c(c1)OCO2)=N\N=C1\NC(=O)CC(C(=O)Nc2ccc(Cl)cc2)S1 (stereo unspecified)
0.3%	-7.3%	-1.0%	-3.3%	-10.3%	-2.5%	-6.0%	-1.9%	-0.1%	CC(=O)c1cc(F)c(N2CCCC2)cc1C
-0.2%	7.2%	-0.1%	-9.2%	3.4%	6.6%	-1.3%	-3.3%	0.0%	O=C(c1cc2ccccc2oc1=O)N1CCN(S(=O)(=O)c2ccccc2)CC1
-0.1%	-5.1%	1.1%	2.4%	-54.7%	-6.2%	-5.0%	-1.4%	-0.2%	Cc1c(Cl)cccc1NC(=O)CSc1nncn1-c1cccnc1
0.8%	-2.8%	1.6%	-0.7%	-36.4%	-21.0%	0.7%	1.5%	-0.1%	CNCCCOc1cc(C)cc(C)c1C
-0.1%	5.7%	1.2%	-8.9%	0.7%	-28.0%	-5.2%	-1.9%	-1.0%	OC(COCc1cccs1)CN1CCN(c2cccc(C(F)(F)F)c2)CC1 (stereo unspecified)
0.5%	1.3%	0.3%	-2.5%	-58.0%	-8.1%	-1.0%	1.7%	0.5%	N#C/C(=C\c1cccnc1)C(=O)Nc1ccc(O)cc1F
-0.3%	-8.3%	-1.2%	-13.6%	-10.6%	-9.2%	-11.9%	4.6%	0.2%	CC(=O)c1ccc(NC(=S)N(CCCN(C)C)Cc2ccccc2)cc1
1.4%	6.1%	1.2%	-1.4%	6.9%	-2.1%	-6.1%	-0.5%	-1.5%	Cc1ccc(C(CCNC(C)c2cccs2)c2ccco2)cc1 (stereo unspecified)
-0.3%	4.6%	2.9%	4.7%	-11.4%	-27.7%	0.0%	1.5%	-0.1%	CCCCCOC(=O)Cn1c(=O)oc2ccccc21
-0.1%	-2.6%	-2.6%	-3.3%	-18.9%	-17.7%	-4.8%	-6.2%	0.6%	COC(=O)c1cc(C(C)=O)n2ccccc12
-0.1%	-0.3%	-1.2%	5.0%	51.8%	-4.3%	-2.9%	-4.1%	-1.1%	Cc1ncc([N+](=O)[O-])n1CC(=O)Nc1ccc(Cl)cc1
-0.2%	-1.4%	0.3%	-3.3%	18.0%	6.3%	3.1%	1.9%	-0.2%	O=c1ccccn1CCOc1ccc(Cl)cc1
0.0%	12.9%	1.7%	4.5%	6.8%	-13.5%	-0.6%	-5.2%	-0.2%	O=C(CC1C(=O)NCCN1Cc1cccc(F)c1)NC1CCCCC1 (stereo unspecified)
-0.2%	-11.8%	1.5%	11.4%	nt	-22.6%	-7.7%	nt	-0.3%	CSCC[C@H](NC(=O)N1CCn2c1nc1ccccc12)C(=O)N1CCCCC1
0.2%	4.3%	2.1%	1.6%	0.1%	-14.3%	4.0%	5.0%	0.3%	N=C1C(c2nc3ccccc3s2)=C(O)CN1NC(=O)c1ccco1
0.2%	4.8%	-1.4%	18.0%	nt	9.3%	-11.0%	nt	0.5%	Nc1nonc1-c1nc2ccccc2n1CC(=O)N1CCCCC1
